Tau fibril ThT: inhibitors of human tau fibril formation, thioflavin T binding | 270,000 compounds, 2.1% hits | recombinant tau K18 P301L, heparin-induced fibrillization, ThT fluorescence | AID 1460 | P10636 | Potency, µM (top dose mostly 57.4 µM), inactives show top-dose activity, negative = inhibition, usual class: inhibitors; note: % is set by controls: 0 for no effect and ±100 for the full control effect; nearly all actives have a fitted effect of over 55% in size
Target sequence (P10636 561-689 P618L limits assumed): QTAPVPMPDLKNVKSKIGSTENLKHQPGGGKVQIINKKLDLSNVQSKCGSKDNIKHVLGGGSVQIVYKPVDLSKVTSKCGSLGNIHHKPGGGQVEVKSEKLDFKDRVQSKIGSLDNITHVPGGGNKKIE
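Tau K18 P301L fragment (15 uM unlabeled plus 0.24 uM Alexa 594-labeled) in 100 mM sodium acetate pH 7 with compound, fibrillization induced by 20 uM heparin for 6 hr at 37 C. Thioflavin T (30 uM) added, fluorescence read after 1 hr (ex 450, em 510 nm).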
GAA glycogen: alters human alpha-glucosidase cleavage of glycogen; P10253; AID 2100; 300,000 compounds, 0.38% hits; Potency, µM (titrated, usually from 76.4 µM), for inactives: top-dose activity change, negative = inhibition, usual class: inhibitors; recombinant GAA, glycogen substrate, Amplex Red glucose oxidase fluorescence;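 note: 0% = full enzyme reaction and -100% = no-enzyme basal signal; the screen sought inhibitors and activators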
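qHTS, 1536-well; enzyme 4 nM final; cpd up to 77 uM; substrate bovine liver glycogen 30 ug; 50 mM citrate/phosphate pH 5.0, 0.01% Tween-20; 37 C, 40 min; Amplex Red detection 45 min RT; Hill fit → AC50.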
HTT cytoprotect: Huntington cell model cytoprotection by ATP luminescence | PC12 HTT-Q103 induced, cytoprotection, ATP luminescence, 40 h | Potency, µM (top dose mostly 56.4 µM), inactives show cytoprotection (ATP increase), most hits filed as activators | 230,000 compounds, 0.14% hits | AID 1471;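 note: % of control where 0% means no effect; nearly all actives have a fitted effect of over 45% in size; toxic huntingtin expression switched on by the ecdysone agonist tebufenozide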
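Rat PC12, Q103 Htt exon1-GFP fusion, ecdysone promoter; tebufenozide inducer 100 nM final; compound titration; qHTS, 1500 cells/well; ATPlite luminescent read.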
Tau fibril FP: inhibitors of human tau fibril formation; P10636; K18 P301L tau heparin fibrillization, Alexa594 FP, 6 h; Potency, µM (highest dose often 57.7 µM), inactives show at the highest dose activity, negative = inhibition, hits mostly inhibitors; 280,000 compounds, 0.39% hits; note: % is set by controls: 0 for no effect and ±100 for the full control effect; nearly all actives have a fitted effect of over 55% in size
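Recombinant K18 P301L […], labeled with Alexa 594 at 0.24 uM over 15 uM unlabeled; heparin inducer 20 uM final; 37 C, 6 hr; FP endpoint.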
Tau fluor counter: counter-screen for tau fibril formation inhibitors. tau K18 P301L Alexa594 fluorescence, heparin fibrillization. Potency, µM (series often up to 57.7 µM), for inactives: at the highest dose activity change, negative = decrease. 280,000 compounds, 0.93% hits. AID 1463; note: % is set by controls: 0 for no effect and ±100 for the full control effect; nearly all actives have a fitted effect of over 55% in size
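Human tau K18 P301L (15 uM unlabeled, 0.24 uM Alexa 594-labeled) in 100 mM sodium acetate pH 7 with 20 uM heparin, 6 hr at 37 C. ThT 30 uM added, 1 hr ambient; Alexa 594 FP and total fluorescence read at 555/632 nm.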
GLA spleen mod: inhibitors or activators of human alpha-galactosidase in spleen homogenate; P06280; 240,000 compounds, 0.008% hits; AID 2107; human spleen homogenate, 4MU-alpha-Gal fluorescence, 40 min; Potency, µM (titrated, usually from 80 µM), inactives show top-dose activity change, negative = inhibition, actives largely listed as inhibitors;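 note: 0% = enzyme with vehicle and -100% = no enzyme basal signal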
Target sequence (P06280 32-429 limits assumed): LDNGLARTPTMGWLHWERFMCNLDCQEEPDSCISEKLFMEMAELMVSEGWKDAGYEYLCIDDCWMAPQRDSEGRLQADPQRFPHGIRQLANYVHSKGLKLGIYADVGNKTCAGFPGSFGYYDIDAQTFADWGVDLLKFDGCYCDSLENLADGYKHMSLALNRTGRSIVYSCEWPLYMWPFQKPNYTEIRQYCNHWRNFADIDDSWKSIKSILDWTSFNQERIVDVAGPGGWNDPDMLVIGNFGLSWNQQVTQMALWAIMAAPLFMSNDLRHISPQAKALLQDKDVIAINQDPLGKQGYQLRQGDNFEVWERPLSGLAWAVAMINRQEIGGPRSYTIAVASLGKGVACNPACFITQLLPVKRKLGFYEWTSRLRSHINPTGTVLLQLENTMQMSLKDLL
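Inhibition or activation of alpha-galactosidase in human spleen homogenate is scored by 4-MU fluorescence after 40 min at 37C, pH 5.0, with 1 mM substrate. AC50s come from concentration-response fitted to the Hill equation.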
aGlu spleen mod: inhibitors or activators of human alpha-glucosidase in spleen homogenate | human spleen homogenate, 4-MU-alpha-glucoside fluorescence | AID 2112 | P10253 | 240,000 compounds, 0.006% hits | Potency, µM (highest dose often 79.9 µM), inactives show top-dose activity change, negative = inhibition, actives largely listed as inhibitors;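 note: 0% = enzyme with vehicle and -100% = no enzyme basal signal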
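AC50 values come from Hill-equation fits of concentration-response data, normalized to no-enzyme and full-activity controls. Enzyme source: 1 ug human spleen homogenate; 1 mM fluorogenic 4-MU glucoside, pH 5.0 citrate buffer, 37 C, 40 min.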
GAA inh: alpha-glucosidase (human) inhibition; 200,000 compounds, 0.005% hits; purified human GAA, 4-MU-alpha-glucoside fluorescence; P10253; Potency, µM (top dose mostly 76.9 µM), for the others: at the top dose activity change, negative = inhibition, usual class: inhibitors;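 note: plate controls were uninhibited enzyme wells for no effect and no-enzyme background for full effect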
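Activity normalized between no-enzyme (basal) and enzyme-only wells. Conditions: 4 nM human enzyme, 400 uM fluorogenic substrate, citrate/phosphate pH 5.0 with Tween-20, 20 min room temperature, compounds up to 77 uM.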
An asterisk follows results filed as active; ? = inconclusive; . = not tested or not shown; & = joins results of further samples; ! = not confirmed by another sample; [ ] = another dose, or the depositor's remark. Calls come from the whole dose curve; as a rule, active = well fitted curve in the direction sought with a large enough effect; inconclusive = small, poorly fitted or top-dose-only effect, or another doubt; inactive = no such curve, though single readings can be large; an effect the other way counts as inactive or inconclusive. Potency is the fitted concentration of half-maximal effect.

SMILES | Tau fibril ThT | GAA glycogen | HTT cytoprotect | Tau fibril FP | Tau fluor counter | GLA spleen mod | aGlu spleen mod | GAA inh
CCS(=O)c1scc(-c2ccc(Cl)cc2)c1C#N (stereo not drawn) | 1% | -4% | 27%[10 µM] | -8% | -2% | 4% | -3% | 0%
CCC(C)NC(=O)c1ccc(C2SCC(=O)N2Cc2ccccc2)cc1 (stereo not drawn) | -5% | -15% | -21%[10 µM] | 6%[2.34 µM] | -9% | 1% | -3% | ?
CCN(CC)CCCN1C=C2C(=O)C(C)(OC(=O)CCc3ccccc3)C(=O)C=C2C=C1c1ccc(C#N)cc1 (stereo not drawn) | 13µM*! | -10% | 26%&0%[10 µM] | ? | ? | -3%[17.5 µM] | 7%[17.4 µM] | .
Oc1ccc(Br)cc1-c1cc(-c2ccccc2)n[nH]1 | -7% | 1% | 2%[10 µM] | ? | ? | ? | -5% | -11%
CCc1cccc(C)c1NC(=O)CSc1nnc(CC)n2c1cc1occc12 | ? | -1%[76.3 µM] | . | 0% | -11% | . | . | .
COc1ccc(NC(=O)c2cc3c(=O)n(C)c4ccccc4c3n2C)cc1Cl | . | 0% | -20%[10 µM] | 3% | -17% | 0% | 2% | .
COc1ccc(/C(N)=N/OC(=O)CCCN2C(=O)c3ccccc3C2=O)cc1OC | 2% | 6% | . | 4% | -1% | 3% | 1% | -4%
CCOCCCN(C(=O)c1ccco1)C(C(=O)NC1CCCC1)c1cccc(OC)c1OC (stereo not drawn) | -6% | 7% | -14%[10 µM] | -4% | -1% | 7% | 8% | -3%
O=C(/C=C/c1ccncc1)c1cc(Cl)ccc1O | 28µM* | -5% | -10%[10 µM] | 2% | ? | -6% | -1% | -7%
CSc1ncccc1C(=O)OCC(=O)c1cc2ccccc2o1 | ? | -4% | 2%[10 µM] | -15% | ? | 0% | -3% | -3%
O=S(=O)(NCc1ccco1)N1CCOCC1 | 2% | -6% | -11%[0.074 µM] | -2% | 6% | 3% | 3% | -10%
C[C@@H]1CN(C(=O)c2nc3ccc(Cl)cn3c2CNCC[C@@H]2C[C@@H]3C=C[C@H]2C3)C[C@H](C)O1 | -7% | 10% | -39%[inhibitor] | 10% | 1% | -2% | -4% | -2%
Cc1cccc(NC(=O)c2oc3ccccc3c2NC(=O)Cc2coc3c(C)c(C)ccc23)c1 | 11% | -9%[76.3 µM] | . | ? | -11% | . | . | .
COC(=O)c1ccccc1NC(=O)c1ccc(COc2ccc(C)c(C)c2)o1 | ? | -6% | -31% | -7% | -23% | -7% | -12% | -10%
CCN1CCN(CC(=O)Nc2cc(C)c(C)cc2[N+](=O)[O-])CC1 | 4% | 3% | -6%[10 µM] | -4% | 9% | 3% | 2% | 2%
CN(c1ccccc1)S(=O)(=O)c1cccc(NC(=O)c2cncc(Br)c2)c1 | . | 0% | 11%[10 µM] | -48% | -58% | -1% | -6% | .
O=C(NCCc1ccccc1)C(c1ccccc1)N(C(=O)c1csnn1)C1CC1 (stereo not drawn) | -1% | -6% | -31%[10 µM] | 3% | -2% | -16% | 3% | 7%
O=P(COCCOCCOCP(=O)(c1ccccc1)c1ccccc1)(c1ccccc1)c1ccccc1 | 1% | 3% | 23%[10 µM] | 7% | 4% | 2% | -3% | -10%
O=C1CN(C(=O)COC(=O)c2cccc(S(=O)(=O)NCc3ccccc3)c2)c2ccccc2N1 | -5% | -5% | -14% | -14% | -20% | 2% | -2% | -27%
COC(=O)c1c(NC(=O)CCCOc2cccc(C)c2)sc2c1C(C(=O)OC)CC2 (stereo not drawn) | 3.2µM* | -13%[76.3 µM] | . | ? | -28% | . | . | .
CC(C)c1ccc(NC(=O)c2ccc(Br)o2)cc1 | -19% | 1% | -8%[1.9 µM] | -4% | -14% | 2% | -3% | 5%
CCN(CC)C(=O)Oc1ccc2c(=O)c(-c3ccccc3)coc2c1 | -18% | 1% | -51%[inhibitor] | -1% | -8% | 1% | 2% | -7%
Cc1cc(=O)n2nc(N3CCCC3C(=O)NCCCN3CCCCC3)sc2n1 (stereo not drawn) | -1% | 3% | 6% | 3% | 6% | 9% | 7% | -2%
CCn1ccnc1CN(C)Cc1cn(-c2ccc(C)cc2)nc1-c1ccc(F)cc1 | ? | -12% | -11%[10 µM] | -6% | -6% | 10% | 4% | -1%
O=C(NC(=S)N1CCCc2ccccc21)c1ccco1 | ? | -27% | -33% | -1% | -16% | 5% | 1% | 6%

Random excerpt: two entries already listed
SMILES | Tau fibril ThT | GAA glycogen | HTT cytoprotect | Tau fibril FP | Tau fluor counter | GLA spleen mod | aGlu spleen mod | GAA inh
CCc1cccc(C)c1NC(=O)CSc1nnc(CC)n2c1cc1occc12 | ? | -1%[76.3 µM] | . | 0% | -11% | . | . | .
CCC(C)NC(=O)c1ccc(C2SCC(=O)N2Cc2ccccc2)cc1 (stereo not drawn) | -5% | -15% | -21%[10 µM] | 6%[2.34 µM] | -9% | 1% | -3% | ?

Back to the main list, repeating the 3 entries before the break.
SMILES | Tau fibril ThT | GAA glycogen | HTT cytoprotect | Tau fibril FP | Tau fluor counter | GLA spleen mod | aGlu spleen mod | GAA inh
Cc1cc(=O)n2nc(N3CCCC3C(=O)NCCCN3CCCCC3)sc2n1 (stereo not drawn) | -1% | 3% | 6% | 3% | 6% | 9% | 7% | -2%
CCn1ccnc1CN(C)Cc1cn(-c2ccc(C)cc2)nc1-c1ccc(F)cc1 | ? | -12% | -11%[10 µM] | -6% | -6% | 10% | 4% | -1%
O=C(NC(=S)N1CCCc2ccccc21)c1ccco1 | ? | -27% | -33% | -1% | -16% | 5% | 1% | 6%
COc1ccc(C2CC(c3ccccc3)Nc3ncnn32)cc1 (stereo not drawn) | -8% | 1% | -9% | -2% | -7% | -2% | -1% | 5%
COc1cccc(C(c2nnnn2Cc2ccccc2)N2CCN(C(=O)c3ccco3)CC2)c1OC (stereo not drawn) | 0% | -13% | -6% | 13% | 8% | -2% | 1% | 2%
O=C(N/N=C\c1ccccc1O)c1ccccc1O | -4% | . | -71%[inhibitor][1.9 µM] | -5% | -15% | 4% | 3% | .
COc1ccc(-c2cc3cc(C(=O)O)ccn3c2C(=O)c2ccccc2)cc1 | -18% | 6% | 17%[10 µM] | 4% | -5% | 4% | 2% | .
CCS(=O)(=O)N1CCN(C(=O)CC(C)C)CC1 | 4% | 1% | 10% | 8% | 6% | 3% | 6% | -8%
COc1cc(NC(=O)COC(=O)c2cc(S(=O)(=O)N3CCCCC3)ccc2Cl)c(C)cc1[N+](=O)[O-] | 2% | -1% | -1%[10 µM] | ? | -3% | 3% | -2% | -1%
COc1ccc(NC(=O)CN(C)S(=O)(=O)c2ccccc2)cc1OC | -18% | 2% | -3%[0.074 µM] | 9% | -10% | 4% | 5% | 7%
NNC(=O)CNC(c1ccccc1)c1cc(Br)ccc1NC(=O)c1ccccc1Br (stereo not drawn) | -4% | 1% | -40% | -1% | -7% | 3% | -5% | -14%
CC(NC(=O)COC(=O)CCc1nc2ccccc2c(=O)[nH]1)c1ccccc1 (stereo not drawn) | -10% | 6% | -9% | -10% | -14% | 6% | . | -6%
O=C(c1ccc(-c2ccccc2)c(F)c1)C1CCCN(CCCn2cccn2)C1 (stereo not drawn) | -1% | -2% | -11%[10 µM] | 5% | -10% | 10% | 5% | .
CCCS(=O)(=O)N1CCCC(C(=O)NCCc2ccc(OC)c(OC)c2)C1 (stereo not drawn) | -11% | 1% | -17%[1.9 µM] | 3% | 2% | -7% | -4% | 2%
Cc1ccc2cc(COC(=O)c3ccco3)c(=O)[nH]c2c1 | -11% | 0% | -4% | 3% | -11% | 1% | -1% | 0%
CCc1ccc(NC(=O)CC2C(=O)N(c3ccc(C)cc3)C(=O)N2CCc2ccncc2)cc1 (stereo not drawn) | 0%&8% | -22% | 3% | -14%&2% | -19%&-17% | -9% | -4% | -11%
Cc1ccc(CSc2nnc([C@@H](N)C(C)C)o2)cc1 | -7% | -12%[76.3 µM] | . | 2% | -10% | . | . | .
O=C(CN1CCN(S(=O)(=O)/C=C/c2ccccc2)CC1)Nc1ccccc1N1CCOCC1 | . | -5% | 5%[10 µM] | 3% | -15% | -2% | -25% | .
O=C1OC(Oc2ccccc2)(c2ccccc2)c2ccccc21 (stereo not drawn) | -3% | ? | 14% | -4% | -21% | -5% | -1% | 7%
COc1ccc(NC(=O)c2c(NC(=O)c3cccc(C)c3)sc3c2CCC3)cc1 | -1% | 16%[76.3 µM] | . | 4% | -7% | . | . | .
COc1ccc(CSc2nc3ncccc3[nH]2)cc1 | -3% | -2%[76.3 µM] | . | 4% | -3% | . | . | .
COc1ccc(OC)c(-c2oc3ccccc3c(=O)c2O)c1 | -8% | -5% | -21% | 6% | -10% | -10% | -1% | -7%
COc1ccc([N+](=O)[O-])cc1NC(=O)c1cc(C)c(C)o1 | -2% | 22% | -36%[inhibitor][1.9 µM] | 4% | 2% | -10% | -5% | 7%
COCCCn1nnnc1SCC(=O)N1CCCC1 | 0% | 1% | 1% | 4% | 5% | -7% | 8% | -2%
COc1cccc(NC(=O)CN2C(=O)COc3ccc(S(=O)(=O)N4CCOCC4)cc32)c1 | 0% | 8%[76.3 µM] | . | -4% | -7% | . | . | .
O/N=C(\COc1ccccc1O)c1ccccc1 | -2% | -24% | -1% | 8% | 1% | -4% | 2% | 0%
CCC(C)[C@H](NC(=O)NC1CCCc2ccccc21)C(=O)OC (stereo partly drawn) | . | -1% | 18%[10 µM] | -2% | -3% | -5% | 0% | .
Cc1ccc(S(=O)(=O)N2CCN(C(=O)Cc3ccccc3)CC2)cc1 | -6% | -14% | 7% | -3% | -4% | -2% | -4% | ?
O=C(c1ccc2c(=O)n(-c3ccccc3)c(=O)[nH]c2c1)N1CCCCC1 | 9% | 4% | -6%[0.074 µM] | 0% | 6% | ? | 12% | ?
